PMI inhibition – human PMI inhibitors, high substrate, primary screen, biochemical, fluorescence intensity, high mannose 6-phosphate (AID 1220) | recombinant PMI enzyme, coupled fluorescence intensity; higher % means a stronger effect | inhibition, % at 20 µM, or IC50 in µM where a hit was titrated | 190,000 tested, 0.66% active
T cell modulator – T cell immune modulators affecting CD8 T cell-vesicle binding; 330,000 tested, 0.068% active; 2C CD8+ T cell-vesicle binding, flow cytometry; active compounds read low; calls only at 7 µM;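 active means response, share of CD8 T cells binding vesicles, and their 90th percentile fluorescence all below set limits, cut at about 80% in these data, passing the limit was not always enough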
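Incubation: binding step 1.5 h, 37 °C, antibody labelling 20 min, ice; system: murine 2C transgenic CD8+ T lymphocytes; technique: cytometric PE anti-B7-1 and Alexa647 anti-CD8 signals after 1% paraformaldehyde fixation; also added: QL9-charged Drosophila Ld/ICAM-1/B7-1 vesicles; control set: naked versus QL9-loaded vesicles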
MT stabilizer – stabilizes microtubules in HeLa cells; HeLa tubulin immunostaining HCS, 24 h; share of cells brighter than vehicle mean+2SD; AID 2205; 200,000 tested, 0.83% active; % tubulin-high responders, % at 10 µM;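 active means plate Z-score above 3 for both tubulin-high and condensed-nucleus cell shares, with cell loss under 80%, at 10 µM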;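 further: anti alpha tubulin signal scored within the nucleus-defined area of each cell; some results filed as inactive read as strong as hits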
human PMI inhibition – inhibitors of human PMI, primary screen, biochemical, fluorescence intensity, coupled assay (AID 1209); purified PMI enzyme, coupled fluorescence intensity; higher % means a stronger effect; inhibition, % at 20 µM; hits with a dose series show IC50 in µM; 190,000 tested, 0.42% active;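 further: plate controls were DMSO vehicle for no effect and wells lacking substrate for full effect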
Autophagy HCS – modulators of autophagy. MEF GFP-LC3 puncta imaging; test concentration mostly 10 µM. calls only at 10 µM (by protocol). 190,000 tested, 0.98% active;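 active means percentage of spot-positive cells more than 3 SD above its plate mean, without a fluorescence outlier flag or 80% toxicity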;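 further: spot-positive cell cutoff set from DMSO-treated cells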
TNAP activation fold – stimulation of alkaline phosphatase TNAP activity – biochemical, luminescent, no phosphate acceptor, uHTS, primary screen (AID 1001) | activation fold at 20 µM, or EC50 in µM where a hit was titrated | 200,000 tested, 0.03% active | purified TNAP, luminescent activation assay, no phosphate acceptor; higher activation fold means a stronger effect; in the data active means activation fold from about 3, or a potency from the dose series; inactive means the rest, 99 in 100 with activation fold below about 1.6; further: many of its hits are not listed in these tables
Ins promoter up – MIN6 insulin promoter up-regulation; 190,000 tested, 0.3% active; MIN6 insulin promoter-GFP reporter, high-content imaging; active compounds read high; z-score at 5 µM; AID 1625;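 active means z-score above 3 at 5 µM with at least 500 cells counted in the well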
Hep lipid drop – hepatic lipid droplet formation modulation; 240,000 tested, 0.4% active; AML12 mouse hepatocytes, oleate lipid droplets, BODIPY imaging; inhibition, % at 6.5 µM;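 active means lipid droplet intensity inhibited by at least 50%, with more than 500 cells counted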
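Material: mouse AML12 hepatocyte cell line, fixed after treatment; Timing: compound with oleate, overnight; Technique: high-content imaging of BODIPY-stained droplets and DAPI nuclei; Probe or stimulus: oleate, 100 µM final; Dosing: compound at 6.5 µM only.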
b-catenin transl – alters nuclear translocation of beta-catenin in HeLa cells; 190,000 tested, 0.3% active; nuclear translocation activity, % at 5 µM; immunofluorescence imaging;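 active means nuclear translocation activity above 50% at 5 µM, with a well cell count of 50 or more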;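 further: per-cell ratio of nuclear to cytoplasmic median beta-catenin stain intensity; plate controls were DMSO negative control for no effect and GSK-3 inhibitor IX positive control for full effect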
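Technique: fluorescence imaging of beta-catenin antibody stain plus DAPI / Material: human HeLa cell line / Incubation: compound treatment 24 h, 37°C, 5% CO2 / Read-out basis: % activation of per-cell nuclear versus cytoplasmic median beta-catenin signal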
Ins promoter up cell count – also measured in Ins promoter up; calls as there; cell count; measured here: cytotoxicity, nuclei count;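 total cells summed across four imaged fields per well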
Hep lipid drop cells 6.5 µM – further read-out of Hep lipid drop, marked with its call; cell count; measured here: cell count, cytotoxicity flag;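 cells counted across two imaged fields per well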
b-catenin transl cell count 5 µM – further read-out of b-catenin transl, marked with its call; cell count; measured here: cell count, cytotoxicity flag
T cell modulator vesicle-bound % – recorded beside T cell modulator, whose call it bears; double positive events, %; measured here: CD8+ vesicle-bound cell fraction;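 binding gate set so that unloaded-vesicle control wells show 10% double positive cells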
MT stabilizer Hoechst-high % – second read-out of MT stabilizer, no call of its own (marks repeat the call); % Hoechst-high responders; measured here: nuclear condensation Hoechst responders;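 share of cells brighter than vehicle mean plus two SD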
MT stabilizer cytotoxicity % – also measured in MT stabilizer; calls as there; toxicity, %; measured here: cytotoxicity by cell density;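 0% = mean cell density of plate MIN control wells and 100% = no cells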
Autophagy HCS cell loss 18 h – recorded beside Autophagy HCS, whose call it bears; toxicity, %; measured here: cell loss, nuclei count;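 cell loss after 18 h compound exposure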
* marks the source's active call; other numbers are inactive results; i = inactive; nt = no result given; + = active, no number; & = joins results of further samples. Unless noted, no stated cut-off is given here; in the data, active means inhibition above about 50%; inactive means the rest.

SMILES	PMI inhibition	T cell modulator	T cell modulator vesicle-bound %	MT stabilizer	MT stabilizer Hoechst-high %	MT stabilizer cytotoxicity %	human PMI inhibition	Autophagy HCS	Autophagy HCS cell loss 18 h	TNAP activation fold	Ins promoter up	Ins promoter up cell count	Hep lipid drop	Hep lipid drop cells 6.5 µM	b-catenin transl	b-catenin transl cell count 5 µM
CCOC(=O)c1c(C)[nH]c(C)c1C(=O)COC(=O)c1ccc(OC)c(OC)c1	3%	i	51	2.5	1.2	2.4	-3%	i	25	1.1	-0.42	1402	-14	694	-2.0	1040
C[n+]1cn(CC(O)COCc2ccccc2)c2ccccc21 (stereo not given)	-6%	i	6	3.2	2.3	3.2	-5%	i	18	1	nt	nt	nt	nt	nt	nt
CCOC(=O)N1CCC(N2CCN(S(=O)(=O)c3ccc(NC(C)=O)cc3)CC2)CC1	4%	i	12	2.2	1.5	3.4	10%	i	-6	1	nt	nt	1	786	-3.8	913
COC(=O)c1c(N(S(C)(=O)=O)S(C)(=O)=O)sc2c1CCN(c1ncc(C(F)(F)F)cc1Cl)C2	-5%	i	21	2.8	2.7	9.1	-2%	i	-9	1.1	nt	nt	13	813	-1.6	1079
O=C(NCc1ccccc1)N1CCC(CO)(CCc2ccccc2)CC1	-3%	i	22	4.1	1.8	3.8	-6%	i	15	1.1	0.9	1565	0	683	-0.9	1063
CCOC(=O)c1nnn(-c2nonc2N)c1CNC(C)C	4%	i	53	5.3	3.1	8.6	0%	i	-5	1.1	0.09	1202	nt	nt	-8.1	958
Cc1ccc(CSC2=NCCN2C(=O)c2ccc(S(=O)(=O)N(C)C)cc2)cc1	0%	i	55	1.7	1.6	17	0%	i	-37	0.9	nt	nt	7	730	-0.3	1084
CN(C)CCNC(C(=O)Nc1cc(Cl)cc(Cl)c1)c1ccccc1 (stereo not given)	-4%	i	18	2.4	2.2	12	-3%	i	-7	1.2	-0.3	1346	22	711	-1.1	1091
O=C(O)c1cc(-c2ccc(/C=N/Nc3ccc([N+](=O)[O-])cn3)o2)ccc1Cl	-22%	nt	nt	2.1	3.3	9.6	-24%	i	35	0.9	-0.14	1319	-18	718	-1.0	1035
CCOC(=O)c1ccc[n+](CC(=O)c2ccc(OC)cc2)c1	-25%	i	47	5.7	3.7	5.7	-19%	i	6	1.1	-0.14	1336	-2	635	0.3	981
CN=C1CC(C)(C)CC(=O)/C1=C(/O)CCCN1C(=O)c2ccccc2C1=O	0%	i	51	2.9	2.1	1.8	4%	i	-8	1	-0.21	1232	2	720	-0.2	1095
CC1(C)CC2CC(C)(CN2C(=O)COC(=O)c2ccc(Cl)cc2N)C1 (stereo not given)	13%	i	17	2.4	4.4	14	-1%	i	-4	1	0.42	1485	nt	nt	-0.8	1171
CC(=O)c1ccc(NC(=O)CSc2nc(N)c3cc4c(nc3n2)CCCC4)cc1	-14%	i	11	2.5	2.6	11	-5%	i	8	1.2	-0.87	1393	1	713	-0.9	1033
C=CCn1c(SCC(=O)c2ccc(Cl)s2)nc2ccccc2c1=O	-3%	i	34	1.6	1.4	8.6	-7%	i	4	1.1	-0.29	1535	nt	nt	-0.8	1435
Cc1ccc2nc(C)cc(C(=O)OCC(=O)Nc3cccnc3Cl)c2c1	-2%	i	49	2.9	1.7	7.9	-9%	i	5	1.1	-0.1	1192	7	704	-1.3	1141
NNc1nc2ccc(Cl)cc2s1	8%	i	54	1.6	1.2	0.1	13%	i	4	0.9	-0.54	1498	-3	639	-0.1	977
Cc1ccc(C2NC(=O)c3c(sc4c3CCN(C)C4)N2)s1 (stereo not given)	30%	i	34	7.2	2.9	9.0	15%	i	4	1	-0.29	960	nt	nt	2.6	698
Nc1c(-c2ccc(F)cc2)cnc2ncnn12	-8%	i	36	0.6	1.8	1.2	-6%	i	-4	1.2	nt	nt	nt	nt	nt	nt
CCCCNC(=O)CCCCC(=O)N/N=C/c1ccccc1Cl	-5%	i	42	0.9	1.7	13	4%	i	2	1.1	0.19	1242	-28	659	-0.6	977
CCOC(=O)c1cc(NC(=O)c2cc(C)on2)cc(C(=O)OCC)c1	-4%	i	36	2.7	0.7	30	0%	i	0	1.1	-1	1233	8	815	nt	nt

Exported bar-delimited: four of the compounds above
compound | PMI inhibition | T cell modulator | T cell modulator vesicle-bound % | MT stabilizer | MT stabilizer Hoechst-high % | MT stabilizer cytotoxicity % | human PMI inhibition | Autophagy HCS | Autophagy HCS cell loss 18 h | TNAP activation fold | Ins promoter up | Ins promoter up cell count | Hep lipid drop | Hep lipid drop cells 6.5 µM | b-catenin transl | b-catenin transl cell count 5 µM
CCOC(=O)c1nnn(-c2nonc2N)c1CNC(C)C | 4% | i | 53 | 5.3 | 3.1 | 8.6 | 0% | i | -5 | 1.1 | 0.09 | 1202 | nt | nt | -8.1 | 958
Cc1ccc(CSC2=NCCN2C(=O)c2ccc(S(=O)(=O)N(C)C)cc2)cc1 | 0% | i | 55 | 1.7 | 1.6 | 17 | 0% | i | -37 | 0.9 | nt | nt | 7 | 730 | -0.3 | 1084
CN(C)CCNC(C(=O)Nc1cc(Cl)cc(Cl)c1)c1ccccc1 (stereo not given) | -4% | i | 18 | 2.4 | 2.2 | 12 | -3% | i | -7 | 1.2 | -0.3 | 1346 | 22 | 711 | -1.1 | 1091
O=C(O)c1cc(-c2ccc(/C=N/Nc3ccc([N+](=O)[O-])cn3)o2)ccc1Cl | -22% | nt | nt | 2.1 | 3.3 | 9.6 | -24% | i | 35 | 0.9 | -0.14 | 1319 | -18 | 718 | -1.0 | 1035

The list continues.
SMILES	PMI inhibition	T cell modulator	T cell modulator vesicle-bound %	MT stabilizer	MT stabilizer Hoechst-high %	MT stabilizer cytotoxicity %	human PMI inhibition	Autophagy HCS	Autophagy HCS cell loss 18 h	TNAP activation fold	Ins promoter up	Ins promoter up cell count	Hep lipid drop	Hep lipid drop cells 6.5 µM	b-catenin transl	b-catenin transl cell count 5 µM
CC(C)C(=O)N1CCN(c2nc(-c3ccccc3)c3c(c2C#N)CC(C)(C)OC3)CC1	3%	i	51	3.5	1.9	9.0	1%	i	0	1.1	-0.05	1190	nt	nt	-5.4	979
CCN(CC)C(=O)CN1C(=O)C2CC=C(Cl)CC2C1=O (stereo not given)	-6%	i	4	2.7	1.7	6.5	-8%	i	-16	1	0.29	1508	nt	nt	-2.8	753
CC(C)(C)c1ccc(C(=O)NC(=S)NCC2CCCO2)cc1 (stereo not given)	-9%	i	52	2.5	1.7	4.0	2%	i	-15	0.9	-0.24	1501	-20	586	1.1	1128
O=C(NCc1ccccc1)[C@H]1C[C@@H]1[C@H](NP(=O)(c1ccccc1)c1ccccc1)c1ccccc1	2%	i	30	2.4	3.9	11	3%	i	-7	1.4	0.9	702	7	766	-2.4	531
O=C1CCC(/C=C/c2ccccc2)=NN1Cc1ccc(F)cc1	0%	i	63	1.6	2.5	9.0	-7%	i	12	0.9	-0.84	1308	-8	695	4.0	1155
CCc1nccn1C(=O)c1cnn2c(C(F)F)cc(-c3ccccc3)nc12	-7%	i	46	3.2	1.9	4.7	3%	i	17	1	-1.2	1509	nt	nt	-0.2	1446
Cc1cc(C(=O)N/N=C/c2ccccn2)n[nH]1	-1%	i	45	1.6	1.2	3.2	2%	i	-25	2.7	0.25	1445	8	689	0.4	1525
CC(Sc1nnc2c(n1)C1CCC2(C)C1(C)C)C(=O)Nc1ccccc1 (stereo not given)	0%	i	32	3.5	3.0	9.4	12%	i	-3	1.1	nt	nt	-16	528	0.1	888
O=C(NCc1ccccc1)c1nc[nH]c1C(=O)NCc1ccccc1	13%	i	42	3.1	2.6	4.1	13%	i	6	1.1	1.1	1585	1	718	0.1	1582
Nn1c(SCC(=O)NC(=O)NC2CCCC2)nnc1-c1ccccc1F	-4%	i	16	1.9	1.7	6.9	-6%	i	-16	1.1	0.22	1199	nt	nt	-2.1	1039
CCCN(CCC)CC(O)Cn1cc(/C=C/C(=O)c2cccs2)c2ccccc21 (stereo not given)	20%	i	33	4.7	3.6	2.7	15%	i	8	1	1	1435	-15	668	1.4	1046
Cc1cc(Nc2c(C)n(C)n(-c3ccccc3)c2=O)n2c(nc3ccccc32)c1C#N	-6%	i	24	1.0	1.0	3.8	9%	i	-3	1.1	0.21	813	-10	776	-3.3	939
CCOc1ccc(-n2c(SCC(=O)NC3CCS(=O)(=O)C3)nnc2-c2cccnc2)cc1 (stereo not given)	-4%	i	32	2.1	2.5	5.7	-3%	i	-6	1.1	0.12	1402	6	650	-5.3	1129
COc1ccc(C)cc1NC(=O)CN1CCN(S(=O)(=O)c2ccc(C(C)C)cc2)CC1	18%	i	48	3.3	1.2	10.0	22%	i	6	1.2	-0.18	1276	17	655	-0.5	1053
CC(C)=NOC(=O)c1ccc(-c2ccccc2)cc1	-2%	i	30	2.1	3.0	3.1	-2%	i	0	1.1	0.14	1387	9	652	-4.7	561
Cc1cc(C)n(-c2nc3ccccc3c(=O)n2OC2CCCCC2)n1	1%	i	34	2.9	2.2	3.4	-3%	i	14	1.1	-0.23	1333	nt	nt	0.6	1170
NS(=O)(=O)c1ccc(NC(=S)NC(=O)c2ccco2)cc1	-13%	i	4	2.5	2.4	5.1	1%	i	1	0.9	-0.12&0.55	1510&1423	4&7	752&703	0.7	1090
CC(Oc1ccccc1)C(=O)NC1=NCCS1 (stereo not given)	0%	i	10	3.8	2.9	4.7	3%	i	8	1.2	-0.56	1550	-2	664	1.6	976
COc1ccc(N2CC(C(=O)NC3=NCCS3)CC2=O)cc1 (stereo not given)	nt	i	4	1.2	1.5	5.0	nt	i	-2	1.1	-0.28	1153	13	738	0.7	1535
COc1ccc2c(C=O)cn(C)c2c1	-12%	i	19	0.9	1.3	3.8	-8%	+	5.9*	1	-0.25	1492	-11	725	0.0	990
Nc1nc(Nc2ccccc2)nc2ccccc12	-10%	i	41	1.4	1.4	5.2	-8%	i	-15	1.1	-0.11	1081	nt	nt	-3.1	930
COc1cc(CCCN2C(=O)C(=O)NC[C@@H]2c2ccccc2)cc(OC)c1OC	nt	i	38	nt	nt	nt	nt	nt	nt	nt	-0.47	1039	-4	705	-1.4	1426
CCOc1ccc2nc3sc(C(=O)N4CCN(C)CC4)c(N)c3cc2c1	-44%	i	42	2.6	2.2	4.1	-8%	i	-11	1.1	0.09	1187	7	776	-2.5	1208

This is a random part of the collection, and some 2.9% of all compounds hit somewhere here.
